Source: PubChem (National Center for Advancing Translational Sciences (NCATS))
LDHA inh = inhibitors of human lactate dehydrogenase A | P00338 | purified LDHA, NADH/diaphorase-resazurin fluorescence; stronger effect = lower value | activity change, % (values are at about 110 or 230 µM) | hit rate 0.15% among 480,000 | AID 1347041; in the data active = activity change below about -30%; inconclusive = mostly about -25% to -30%;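 also: plate controls were DMSO wells for no effect and wells without enzyme for full effect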
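Human LDH5 (2 nM) was incubated with 0.06 mM NADH and 0.2 mM pyruvate for 5 min at room temperature in Tris pH 7.4. Remaining NADH was coupled through diaphorase/resazurin, and resorufin fluorescence was read at 0 and 20 min.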
The depositor's hits bear a star; ? = inconclusive. These rows are one share of the data; rates above refer to the full screens.

Start of the listing, in advance, 2 compounds:
LDHA inh,Molecule
0,COCCn1cnc2c1c(=O)n(CC(=O)Nc1ccc(F)c(F)c1F)c(=O)n2Cc1ccccc1
4,CCn1c(SCc2nc(-c3ccccc3)oc2C)nc2c(=O)[nH]cnc21

The whole of this part, from the start:
LDHA inh,Molecule
0,COCCn1cnc2c1c(=O)n(CC(=O)Nc1ccc(F)c(F)c1F)c(=O)n2Cc1ccccc1
4,CCn1c(SCc2nc(-c3ccccc3)oc2C)nc2c(=O)[nH]cnc21
9,COc1ccc(S(=O)(=O)C(C#N)c2nc3ccccc3nc2N2CCN(C)CC2)cc1 (stereo not drawn)
-2,CCOC(=O)c1nnn(CC(=O)Nc2ccc(C)cc2Cl)c1C(=O)OCC
2,Cn1cc(CC(=O)NC(C(N)=O)c2ccccc2)c2ccccc21 (stereo not drawn)
6,CCCSc1ncc(Cl)c(C(=O)Nc2ccccc2C)n1
0,O=C(NCC(c1cccs1)N1CCOCC1)c1cccc(NC(=O)c2cccs2)c1 (stereo not drawn)
3,Cn1c(=O)c2c(nc(Cl)n2CC(=O)N(C2CCCCC2)C2CCS(=O)(=O)C2)n(C)c1=O (stereo not drawn)
6,CCN(CC(=O)NC(=O)NC)Cc1ccc(C#N)cc1F
-10,O=S(=O)(NCc1ccccc1Cn1cccn1)c1ccc(F)cc1F
-11,Cn1c(=O)c2c(nc(SCC(=O)Nc3ccccc3)n2CCCc2ccccc2)n(C)c1=O
-11,CC1=C(C(=O)OCC(F)(F)F)C(c2ccc3c(c2)OCO3)NC(=O)N1 (stereo not drawn)
-9,Cc1nc(NC2CCCC2)sc1C(=O)NCc1ccncc1
-4,Cc1ccccc1-c1nc(C#N)c(NCc2ccccc2Cl)o1
-1,COc1ccc(S(=O)(=O)N(C)C)cc1NC(=O)CSc1nnc2ccccn12
-1,CCCCn1nnnc1C(c1cc2ccccc2o1)N1CCN(c2ccccc2F)CC1 (stereo not drawn)
6,Cc1ccc(-c2csc(-c3nc(-c4cc(C)ccc4C)cs3)n2)c(C)c1
5,Cc1ccc(CN2C(=O)C(O)(CC(=O)c3c(C)n[nH]c3C)c3ccccc32)cc1 (stereo not drawn)
16,CC1Cc2ccccc2N1C(=O)c1cccc(NS(=O)(=O)c2ccc3c(c2)OCCO3)c1 (stereo not drawn)
4,COc1ccc(CNC(=O)COc2ncnc3c(Cl)cc(Cl)cc23)cc1
-7,CCCNC(=O)COc1cc(C)c2c(C)nn(-c3ccc(CC)cc3)c2n1
8,COC(=O)C1=C(C)OC(N)=C(C#N)C1c1ccccc1C (stereo not drawn)
-7,Cc1ccc(-n2c(SCC(=O)Nc3ccccc3Cl)nc3c(=O)[nH]cnc32)cc1
6,COc1ccc(OCC(=O)Nc2cccc(-c3nc4cc(C)ccc4o3)c2)cc1
-2,COCCCn1cc(CN2CC(N3CCCCC3)CS2(=O)=O)nn1 (stereo not drawn)
-5,N#CCOC(=O)CC(NC(N)=O)c1ccccc1 (stereo not drawn)
1,COC(=O)C[C@H]1C=C[C@H](NC(=O)c2ccccn2)[C@@H](CO)O1
-6,CCCN(C(=O)Cn1nc(Cc2cccnc2)c2ccccc2c1=O)c1cccc(Cl)c1
-1,CC(Cn1cccn1)NC(=O)N1CCN(Cc2cccs2)CC1 (stereo not drawn)
1,CCC(CC)NC(=O)C1CCN(C2=NS(=O)(=O)c3ccccc32)CC1

The list continues.
LDHA inh,Molecule
6,CC1CCC(NC(=O)C(C)Cl)CC1 (stereo not drawn)
14,Cc1nc2cc(NC(=O)c3cc(Cl)ccc3Cl)ccc2o1
7,O=C(c1ccc(Cl)cc1O)N1CCN(S(=O)(=O)c2ccc(Br)cc2)CC1
-3,CC1CCCN(CC2CCCN2)C1 (stereo not drawn)
-1,COc1ccc(CCNc2nc(-c3ccccc3)cs2)cc1OC
1,O=C(CSc1ccccc1F)NC(=O)C1CCCCC1
-12,c1ccc(C(CNCc2cccnc2)N2CCCC2)cc1 (stereo not drawn)
?,O=C(NC1CCCCC1)c1ccccc1-c1ncc(-c2ccccc2F)o1
11,CCCNC(=O)CCC(=O)N1CCCn2nc(-c3cn(C)c4ccccc34)cc21
4,CC(C)N(Cc1cnn(C)c1)S(=O)(=O)c1ccc(Cl)cc1
-4,Cn1c(N2CCCCC2)nc2c1c(=O)n(Cc1ccccc1F)c(=O)n2C
-1,Cc1noc(CS(=O)(=O)Cc2ccccc2C)n1
8,COCCn1c(SC(C)C(=O)c2ccc(OC)cc2)nnc1-c1ccc(Cl)cc1 (stereo not drawn)
3,Cc1c(C(=O)Nc2ccc(C(F)(F)F)cc2)oc2ccccc12
5,CCc1cccc(NC(=O)c2nc3ccccc3nc2N(CC)CC)c1
3,Cc1cc(OC(=O)c2ccc(Cl)cc2)cc(OC(=O)c2ccc(Cl)cc2)c1
-8,O=c1c2ccccc2nc2sc(Nc3cccc(Br)c3)nn12
0,CCNc1nc(-c2cccs2)nc2ccccc12
4,CCCn1c(C2CC(=O)N(c3ccc(CC)cc3)C2)nc2ccccc21 (stereo not drawn)
-25,O=C(NCc1ccncc1)c1nn(-c2ccccc2)c(=O)c2ccccc12
-4,O=C(NCC1CCN(CC(F)(F)F)C1)c1ccc2ccccc2c1 (stereo not drawn)
-5,COC(=O)[C@]12CCCCC=C1N(Cc1cccc3ccccc13)C(=O)[C@H](CC(=O)NCCC(C)C)C2
9,Cc1oc2cc(OC(=O)N3CCOCC3)ccc2c(=O)c1Oc1ccccc1Br
1,CCOc1ccc(C(=O)CC2(O)C(=O)Nc3ccccc32)cc1 (stereo not drawn)
-11,COC(=O)CC(NC(=O)c1ccc2c(c1)OCCCO2)c1ccccc1 (stereo not drawn)
4,COc1ccc(N(C(C)C(=O)Nc2ccccc2Sc2ccccc2)S(C)(=O)=O)cc1 (stereo not drawn)
8,O=C(COc1cc(F)cc(F)c1)NC1CCS(=O)(=O)C1 (stereo not drawn)
17,C/C(=N/NC(=S)NC1CCCCC1)c1ccc(C(C)(C)C)cc1
?,Cc1nc2nc(SCC(=O)Nc3cccc(Cl)c3C)[nH]c2cc1Br
0,Cc1ccc(OC(C)C(=O)N2CC(C)CC(C)C2)cc1 (stereo not drawn)

24 neighbouring entries already listed:
LDHA inh,Molecule
6,CC1CCC(NC(=O)C(C)Cl)CC1 (stereo not drawn)
14,Cc1nc2cc(NC(=O)c3cc(Cl)ccc3Cl)ccc2o1
7,O=C(c1ccc(Cl)cc1O)N1CCN(S(=O)(=O)c2ccc(Br)cc2)CC1
-3,CC1CCCN(CC2CCCN2)C1 (stereo not drawn)
-1,COc1ccc(CCNc2nc(-c3ccccc3)cs2)cc1OC
1,O=C(CSc1ccccc1F)NC(=O)C1CCCCC1
-12,c1ccc(C(CNCc2cccnc2)N2CCCC2)cc1 (stereo not drawn)
?,O=C(NC1CCCCC1)c1ccccc1-c1ncc(-c2ccccc2F)o1
11,CCCNC(=O)CCC(=O)N1CCCn2nc(-c3cn(C)c4ccccc34)cc21
4,CC(C)N(Cc1cnn(C)c1)S(=O)(=O)c1ccc(Cl)cc1
-4,Cn1c(N2CCCCC2)nc2c1c(=O)n(Cc1ccccc1F)c(=O)n2C
-1,Cc1noc(CS(=O)(=O)Cc2ccccc2C)n1
8,COCCn1c(SC(C)C(=O)c2ccc(OC)cc2)nnc1-c1ccc(Cl)cc1 (stereo not drawn)
3,Cc1c(C(=O)Nc2ccc(C(F)(F)F)cc2)oc2ccccc12
5,CCc1cccc(NC(=O)c2nc3ccccc3nc2N(CC)CC)c1
3,Cc1cc(OC(=O)c2ccc(Cl)cc2)cc(OC(=O)c2ccc(Cl)cc2)c1
-8,O=c1c2ccccc2nc2sc(Nc3cccc(Br)c3)nn12
0,CCNc1nc(-c2cccs2)nc2ccccc12
4,CCCn1c(C2CC(=O)N(c3ccc(CC)cc3)C2)nc2ccccc21 (stereo not drawn)
-25,O=C(NCc1ccncc1)c1nn(-c2ccccc2)c(=O)c2ccccc12
-4,O=C(NCC1CCN(CC(F)(F)F)C1)c1ccc2ccccc2c1 (stereo not drawn)
-5,COC(=O)[C@]12CCCCC=C1N(Cc1cccc3ccccc13)C(=O)[C@H](CC(=O)NCCC(C)C)C2
9,Cc1oc2cc(OC(=O)N3CCOCC3)ccc2c(=O)c1Oc1ccccc1Br
1,CCOc1ccc(C(=O)CC2(O)C(=O)Nc3ccccc32)cc1 (stereo not drawn)

New compounds follow
LDHA inh,Molecule
5,N#Cc1cccc(NC(=O)CSc2ccccc2C(=O)Nc2ccc3c(c2)OCCCO3)c1
11,COc1ccc(OC)c(NC(=O)[C@H]2C[C@H](CCSC)N[C@]23C(=O)Nc2c(C)cc(Cl)cc23)c1
-5,CCOC(=O)c1c(NC(=O)CSc2ncnc3ccccc23)sc2c1CCCC2
-2,CC(C)(CNC(=O)c1cc(-c2ccc(Cl)cc2)on1)N1CCOCC1
1,O=C(Nc1nccs1)c1csc(NC2CCCC2)n1
5,CC(C)N(C(=O)/C=C/c1ccc([N+](=O)[O-])cc1)C(C)C
0,O=C(NCC(c1ccccc1)c1ccccc1)c1n[nH]c(=O)c2ccccc12
-2,COc1cccc(C(=O)c2sc(Nc3ccc(F)cc3)nc2N)c1
1,COCC(C)n1c(C)cc(C(=O)COC(=O)Cn2cnc3c2c(=O)n(C)c(=O)n3C)c1C (stereo not drawn)
3,CC(CC(=O)NNC(=O)CC1CCCCC1)CC(=O)Nc1cccc(Br)c1 (stereo not drawn)
-23,COC(=O)C1CCN(CC(=O)N(C)CC(=O)Nc2ccc(Cl)c(C(F)(F)F)c2)CC1
0,COC(=O)Nc1c(C)cccc1C(C)C
-22,COc1ccccc1/C=C/C(=O)Oc1c(C)ccc(C)c1C
-1,O=C(COc1ccc2c(-c3ccccc3)cc(=O)oc2c1)NC1CCCCC1
0,COCCn1cnnc1SCc1ccc(C(C)(C)C)cc1
15,CCn1c2c(c(=O)[nH]c1=O)C(c1ccccc1)C1=C(CC(C)(C)CC1=O)N2 (stereo not drawn)
3,C/C(=N\O)c1ccc(-n2cccc2)cc1
4,CC(C)c1ccccc1NC(=S)NCCc1ccc(Cl)cc1Cl
-3,Cn1c(=O)[nH]c(=O)c2c1nc(SCc1ccc(F)cc1)n2CCCc1ccccc1
1,O=[N+]([O-])c1cc(S(=O)(=O)Nc2ccc(Cl)cc2)ccc1N/N=C/c1ccsc1
-5,COc1ccc(CCNC(=O)CCc2c(C)nn(CC(C)C)c2C)cc1OC
3,C/C(=N/O)c1cnn(-c2ccccc2)c1C
8,Cc1ccc(Nc2ncnc3sccc23)cc1C
2,OCCNC(=S)Nc1ccccc1F
1,C=CCNC(=O)NC(=O)C12CC3CC(CC(C3)C1)C2
1,Clc1ccc(Sc2ncccc2Cl)cc1
1,CC(C)c1cc(C(=O)NC2CC2)c2cnn(C(C)C)c2n1
-15,COc1ccc(NC(=O)CSc2nc3ccsc3c(=O)n2-c2ccccc2)cc1
-1,CCOC(=O)C(C)NC(=O)c1ccccc1 (stereo not drawn)
13,Cc1ccc(-c2cnc(CCC(=O)N(C)C(C)c3ccc(S(N)(=O)=O)cc3)o2)cc1C (stereo not drawn)

Following part.
LDHA inh,Molecule
-12,Cc1nc(NC(=O)C(C)(C)C)ccc1I
-2,Cc1ccsc1CN(C)CC(=O)NC(=O)NCc1ccccc1
-1,CCc1c(C)sc(NC(=O)c2ccc(Cl)c(Cl)c2)c1C#N
-4,Cc1cc(NC(=O)C(C)Sc2nnc3c(Cl)cc(Cl)cn23)on1 (stereo not drawn)
-1,COc1ccccc1N1CCN(C(=O)COCC(=O)NCCc2ccccc2)CC1
2,O=C(Nc1ccc(Oc2ccccc2)cc1)C(Cc1ccccc1)n1cnnn1 (stereo not drawn)
0,Cc1c(C(=O)N2CCCC2)c(S(=O)(=O)NCCc2ccc(Cl)cc2)c(C)n1C
8,CCN(c1ccc(NC(=O)CN(C)c2ccccc2)cc1)C(C)C
4,CC1=C(C)CC(C(=O)N2CCN(Cc3ccc(C)cc3)CC2)C(C(=O)O)C1 (stereo not drawn)
7,CCN(CC)c1ncc(C=O)s1
0,Nc1cccc(S(=O)(=O)N2CCN(S(=O)(=O)c3c(F)cccc3F)CC2)c1
-7,CCc1ccc(-c2nnn(CC(=O)N3CCCC3c3ccc4c(c3)OCCO4)n2)cc1 (stereo not drawn)
-7,COc1cc(C2CC(=O)Nc3[nH]ncc32)ccc1OCc1ccc(Cl)cc1 (stereo not drawn)
2,O=C1NC[C@H](CCCCN2C[C@H](Cc3ccc(O)cc3)N(CCc3ccc(O)cc3)C(=O)C2=O)N(CCc2ccccc2)C1=O
-4,O=C(NCc1ccccc1)Nc1nnc(-c2ccncc2)s1
11,O=C(CSc1ccc(F)cc1)c1ccc2c(c1)-c1ccccc1C2
2,Fc1ccccc1/C=N/NC(=S)NCc1ccccc1
5,CC1(C)CC(=O)C2=C(C1)N(c1ccc(C(F)(F)F)cc1)C(=O)CC2c1cccs1 (stereo not drawn)
0,Cc1ccc(-c2cc(C(=O)NCCC(c3ccccc3)c3ccccc3)c3ccccc3n2)cc1
0,CC(NC(=O)CSc1nncn1-c1ccccc1)c1cccc2ccccc12 (stereo not drawn)
9,CC(C)C(=O)N(Cc1ccc(-c2cccc(Cl)c2)o1)C1CCS(=O)(=O)C1 (stereo not drawn)
5,Cc1cccc(CN2CCN(C3CN(Cc4cn(Cc5cc(C)cc(C)c5)nn4)S(=O)(=O)C3)CC2)c1 (stereo not drawn)
10,O=S(=O)(Nc1nc2ccccc2nc1Nc1ccc(F)cc1)c1cccs1
-1,O=S(=O)(NCc1ccc(S(=O)(=O)N2CCCCC2)cc1)c1ccc2c(c1)CCC2
10,CCc1ccc(NC(=O)C(C)N2CCN(c3cccc(C(F)(F)F)c3)CC2)cc1 (stereo not drawn)
-11,CC1C(c2cccs2)=[N+]([O-])C(C)(c2ccccc2)N1O (stereo not drawn)
4,COc1ccc(CNC(=O)c2ccc3c(c2)NC(=O)CCS3)cc1OC
0,CCCCCCCCOc1ccc(/C=C/C(=O)C2C(=O)C=C(C)OC2=O)cc1 (stereo not drawn)
